14-3-3 PPI: 14-3-3 gamma protein interaction modulation; P61981; FP, 14-3-3gamma / TMR-pS259-Raf peptide binding; inhibition, % at 40 µM; 160,000 compounds, 0.19% hits; AID 422; in the data active means inhibition above about 30%;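 further: 0% = protein plus tracer without compound and 100% = blank with tracer alone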
Target sequence (P61981 whole entry, looked up): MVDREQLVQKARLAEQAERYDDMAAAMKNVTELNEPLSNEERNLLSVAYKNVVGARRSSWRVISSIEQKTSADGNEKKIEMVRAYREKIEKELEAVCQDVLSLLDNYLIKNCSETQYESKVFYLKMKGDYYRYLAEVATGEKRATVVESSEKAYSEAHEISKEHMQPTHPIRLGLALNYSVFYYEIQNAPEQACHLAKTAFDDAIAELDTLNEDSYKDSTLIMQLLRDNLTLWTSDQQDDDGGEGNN
* = called active by the depositor; & = joins results of further samples. These rows are one share of the data, so the mix of outcomes need not match the whole.

SMILES | 14-3-3 PPI
CCc1ccc(-n2c(C)nc3cc(C(=O)NCc4ccccc4Cl)ccc32)cc1 | -176
Cc1ccc(CNc2ccc(N3C(=O)C4C5C=CC(C5)C4C3=O)cc2[N+](=O)[O-])cc1 (stereo not drawn) | 5
Cc1cccc(Nc2ncnc3ccc(Br)cc23)c1 | -11
CCOC(=O)c1[nH]c2ccccc2c1NC(=O)c1ccc(Cl)c([N+](=O)[O-])c1 | 2
O=C(Nc1c2c(nn1-c1cccc(Cl)c1)CSC2)c1cccs1 | -6
CCN(CC)C(=O)c1c(NC(=O)c2ccccc2Cl)sc2c1CCCCC2 | 7
Cc1ccc(OCC(=O)Nc2cc3nn(-c4ccc(Cl)cc4)nc3cc2C)cc1 | 0
CCCSc1nnc2c(n1)OC(C(=O)c1ccc(Br)cc1)Nc1ccccc1-2 (stereo not drawn) | -73
N#Cc1cnn(Cc2ccccc2)c1/N=C/N1CCOCC1 | -4
Cc1cc(C)cc(C(=O)N2CCC(C(N)=O)CC2)c1 | -1
Cc1cccc(N(CC(=O)Nc2ccc(F)cc2)S(=O)(=O)c2ccccc2)c1C | 3
CCOc1ccccc1N(C)C(=O)c1nn(-c2ccc(C)cc2)c(=O)c2c1c1ccccc1n2C | 0
c1ccc(-c2cc(-c3nc(-c4cccnc4)no3)c3ccccc3n2)cc1 | -1
COc1cccc(C(=O)c2cc3ccc(O)cc3oc2=O)c1 | -4
CC1(C)Cc2c(cnn2-c2ccc(Cl)cc2)-c2nc3ccccc3nc21 | -42
CC(C)(C)c1ccc(NC(=O)c2ccccc2)c([N+](=O)[O-])c1 | -3
CC(=O)Nc1cc(C(N)=O)c(Cl)cc1Cl | -4
O=C(CSc1nnc2c3ccccc3n(Cc3ccccc3)c2n1)NCc1ccco1 | -24
O=C1C2ON(c3ccccc3)C(c3ccncc3)C2C(=O)N1c1ccccc1 (stereo not drawn) | -9
CCc1nc2ccccc2c(C(=O)OCC(=O)NCc2ccco2)c1C | -5
Cc1cc(C)nc(SCC(=O)OC2CC(C)CCC2C(C)C)n1 (stereo not drawn) | 2
CC(=O)Nc1ccc(-c2ccccc2)s1 | -3
COc1cccc(NC(=O)c2ccc(NCCCC3CCCCCC3)c([N+](=O)[O-])c2)c1 | -1
COc1cccc(-n2cc(C(=O)O)c3ccccc3c2=O)c1 | -6&0
COCCn1c(SCC(=O)c2ccc3c(c2)OCCO3)nnc1C(C)C | -5

An excerpt of these results, field by field.
O=C(CSc1nnc2c3ccccc3n(Cc3ccccc3)c2n1)NCc1ccco1
  14-3-3 PPI: -24

CC(=O)Nc1cc(C(N)=O)c(Cl)cc1Cl
  14-3-3 PPI: -4

CCOC(=O)c1[nH]c2ccccc2c1NC(=O)c1ccc(Cl)c([N+](=O)[O-])c1
  14-3-3 PPI: 2

CCN(CC)C(=O)c1c(NC(=O)c2ccccc2Cl)sc2c1CCCCC2
  14-3-3 PPI: 7

Gathered by group: the entries above containing a furan ring, fused or not.
SMILES | 14-3-3 PPI
O=C(CSc1nnc2c3ccccc3n(Cc3ccccc3)c2n1)NCc1ccco1 | -24
CCc1nc2ccccc2c(C(=O)OCC(=O)NCc2ccco2)c1C | -5

Further structures follow:
SMILES | 14-3-3 PPI
CC(=O)c1sc2c(c1C)c(=O)n(-c1ccc(Cl)cc1)c(=O)n2CC(=O)NCc1ccco1 | -3
Cc1ccc(Cl)cc1NC(=O)C1CCCN(S(=O)(=O)c2c(C)noc2C)C1 (stereo not drawn) | 1
COc1cc(C2NC(=O)NC(C)=C2C(=O)Nc2ccccc2)ccc1OCc1ccccc1 (stereo not drawn) | -15
CCCOC(=O)c1ccc(NC(=O)c2ccco2)cc1 | -1
COc1ccc2c(=O)c(C(=O)NCCc3ccc(OC)c(OC)c3)c[nH]c2c1 | -8
Cc1c(C(=O)Nn2cnnc2)oc2ccccc12 | 20
CC(=O)Nc1ccc(S(=O)(=O)Nc2c(C)nn(-c3ccccc3)c2C)cc1 | -6
CC1CCN(C(=O)Cn2c(=O)n(-c3ccccc3)c(=O)c3sccc32)CC1 | -6
COc1ccc(C2C(C(=O)O)CCC(=O)N2c2ccc(OC)cc2)cc1 (stereo not drawn) | -9
COc1ccc2oc(=O)c(NC(=O)C3CCCCC3)cc2c1 | -8
Cc1c(C(=O)OC(C)C)sc(NC(=O)c2cc3ccccc3c(=O)o2)c1C(N)=O | 14
COC(=O)c1ccc(C2C(C#N)=C(C)NC3=C2C(=O)CC(C)(C)C3)cc1 (stereo not drawn) | -10
COc1ccccc1OCCOCCn1cnc2ccccc2c1=O | -1
C=CCNC(=O)CSc1nc2sc(C)c(C)c2c(=O)[nH]1 | -8
CCc1nnc(NC(=O)c2ccc(S(=O)(=O)N3CCCCCC3)cc2)s1 | -8
CC(C)Cc1ccc(/C(=N/O)C(=O)O)s1 | -4
COCCNC(=O)C(OC(=O)c1ccco1)c1ccccc1OC (stereo not drawn) | -7
CCOc1ccccc1-c1nc(C(N)=O)c2[nH]c(=O)n(-c3ccccc3)c2n1 | -2
COc1ccc(CCNC(=O)c2ccc3c(=O)n(-c4ccc(C)cc4)c(=O)[nH]c3c2)cc1OC | -6
CC(=O)Cc1nsc(Nc2ccccc2)n1 | -14
O=C(NCCCN1CCN(c2cccc(Cl)c2)CC1)c1ccc(Cn2c(=S)[nH]c3ccc(Br)cc3c2=O)cc1 | 4
Cc1c(-c2nc(-c3ccncc3)no2)cccc1[N+](=O)[O-] | 5
COc1ccc(OC)c(CN2CCN(Cc3ccccc3Br)CC2)c1 | 1
Cc1nc2cc(N=Cc3ccc(N(C)C)cc3)ccc2n1Cc1ccccc1 | -5
CN1CC(=O)N(CCOc2ccccc2)C1=O | -8

Further structures
SMILES | 14-3-3 PPI
CN1CCN(c2cc(N3CCN(S(=O)(=O)c4ccccc4)CC3)ccc2[N+](=O)[O-])CC1 | 6
CCOCCCNC(=O)c1cn(CC(C)C)c(=O)c2c1c1ccccc1n2C | -7
O=C(Nc1ccc2c(c1)OCCO2)NC1CCCCC1 | 5
COc1ccc(OC)c(NC(=O)NS(=O)(=O)c2ccc(C)cc2)c1 | 7
CC(=O)Nc1cccc(N2C(=O)CC(Cc3ccccc3)C2=O)c1 (stereo not drawn) | -3
CN(C)c1ccc(C(=O)N2N=C(C(F)F)CC2(O)C(F)F)cc1 (stereo not drawn) | 5
COc1cc(C2C(C#N)=C(C)NC3=C2C(=O)CC(C)(C)C3)cc(OC)c1O (stereo not drawn) | -10
Cc1cc(C(=O)N2CCN(c3ccccc3)CC2)no1 | -4&-5
O=C(NCCCn1ccnc1)c1ccc([N+](=O)[O-])cc1 | 3
COc1ccc(C(=O)N(CCCO)C(C)C(=O)NC2CCCCC2)cc1OC (stereo not drawn) | -4
CCC(C)(C)n1nnnc1C(c1ccc(C)cc1)N1CCCC1 (stereo not drawn) | -6
COc1ccc(S(=O)(=O)N2CC(O)CC2C(=O)OCC(=O)Nc2ccc(Cl)cn2)cc1 (stereo not drawn) | -1
Brc1ccc(OCCCCCCN2CCCCC2)cc1 | -7
C#CCSc1nc(-c2cccs2)ccc1C#N | 5&-9
CC1CCCCC1NC(=O)Cn1nc(-c2ccc(Cl)cc2)ccc1=O (stereo not drawn) | -1
c1ccc2c(c1)oc1c(NCCN3CCOCC3)ncnc12 | -1
CC1CCCCN1C(=O)c1cnc2sccn2c1=O (stereo not drawn) | -3
Cc1ccc2cc(CN(CCCN(C)C)C(=O)NCc3ccccc3)c(=O)[nH]c2c1C | -6
CCn1c[n+](CC(O)COc2c(C)cccc2C)c2cc(C)c(C)cc21 (stereo not drawn) | -7
O=C(NCCCN1CCN(c2cccc(Cl)c2)CC1)c1ccc2c(=O)n(CC3CCCO3)c(=O)[nH]c2c1 (stereo not drawn) | 0
NC(=O)C1CCN(C(=O)c2ccc3c(c2)nc(SCC(=O)c2ccccc2)n2c4ccccc4nc32)CC1 | -11
COc1ccc(NC(=O)CCS(=O)(=O)c2cc(Br)cc3c2N(C(C)=O)C(C)C3)cc1Cl (stereo not drawn) | -10
Cc1ccc2c(c1)CCCN2C(=O)c1c(C)noc1C | -5
N#Cc1c(/N=C/c2ccco2)oc(-c2ccccc2)c1-c1ccccc1 | -2
CCSc1nc(C)c(CC)c(=O)[nH]1 | -3

4 of these compounds in a different format:
Brc1ccc(OCCCCCCN2CCCCC2)cc1
  14-3-3 PPI: -7

C#CCSc1nc(-c2cccs2)ccc1C#N
  14-3-3 PPI: 5&-9

CC1CCCCC1NC(=O)Cn1nc(-c2ccc(Cl)cc2)ccc1=O (stereo not drawn)
  14-3-3 PPI: -1

c1ccc2c(c1)oc1c(NCCN3CCOCC3)ncnc12
  14-3-3 PPI: -1

A draw from above in order of molar mass, falling.
SMILES | 14-3-3 PPI
CN1CCN(c2cc(N3CCN(S(=O)(=O)c4ccccc4)CC3)ccc2[N+](=O)[O-])CC1 | 6
CC1CCCCC1NC(=O)Cn1nc(-c2ccc(Cl)cc2)ccc1=O (stereo not drawn) | -1
c1ccc2c(c1)oc1c(NCCN3CCOCC3)ncnc12 | -1

Other entries
SMILES | 14-3-3 PPI
CC1(C)CC(Cc2nc(=S)[nH][nH]2)C(=O)O1 (stereo not drawn) | 3
O=C(O)C1C2C=CC(C2)C1C(=O)Nc1ccc(C(=O)N2CCCCC2)cc1 (stereo not drawn) | -5
CC(C)c1c(O)nc(SCC(=O)NCc2ccco2)[nH]c1=O | -4
CC(C)c1ccc(C(=O)Nc2ccc3c(c2)oc2ccccc23)cc1 | 11
Ic1cccc(-c2nc(-c3ccccn3)no2)c1 | -11
CC1(C)CC(C)(O)N(CC(=O)O)C(=S)N1 (stereo not drawn) | 1
Cc1cc(C)c(/C(O)=C2\C(=O)C(=O)OC23C(=O)c2ccccc2C3=O)c(C)c1 | -2
O=C(c1cccs1)N1CCN(S(=O)(=O)Cc2ccccc2)CC1 | -7
Cc1nc2sc(C(c3ccc(Cl)cc3)N3CC(C)OC(C)C3)c(O)n2n1 (stereo not drawn) | 0
CCOC(=O)c1c(N=Cc2cc(Br)ccc2O)sc(C)c1C | -156
CCCCn1c(=O)n(Cc2cccc(F)c2)c(=O)c2c1ncn2Cc1ccco1 | -6
COc1cc([N+](=O)[O-])cc(C=Nc2ccc3sc(-c4cccc(Br)c4)nc3c2)c1O | -9
O=C(Nc1cnn(Cc2ccc(Cl)c(Cl)c2)c1)c1nc2ncccn2n1 | -4
CCCCn1c(SCC(=O)N2CCCCC2)nc2cc(S(N)(=O)=O)ccc21 | 2
O=C1C2C3C=CC(C3)C2C(=O)N1Cc1ccc(F)cc1 (stereo not drawn) | -2
C=C(C)COc1ccc(-c2[nH]ncc2Oc2ccccc2OC)c(O)c1 | -3
CC1=C(C(=O)OC2CCCCC2)C(c2ccco2)C2=C(CC(C)(C)CC2=O)N1 (stereo not drawn) | 0
O=C1CC(c2ccccc2C(F)(F)F)c2cc3c(cc2N1)CCC3 (stereo not drawn) | -10
CCCOc1ccc(C2C3=C(CCCC3=O)Nc3ccc4nc(C)ccc4c32)cc1 (stereo not drawn) | -40
CCN1C(=O)c2cccc3c(S(=O)(=O)Nc4ncccn4)ccc1c23 | -5
COc1ccc(NC(=O)C2C3NC(=O)NC2(C)Oc2ccc(Br)cc23)cc1 (stereo not drawn) | 0
CCc1ccc(C2CC(c3cc(OC)c(OC)c(OC)c3)n3nnnc3N2)cc1 (stereo not drawn) | 1
CCN(CC)CCNC(=O)c1n[nH]c(=O)c2ccccc12 | -2
O=[N+]([O-])c1cccc(C=Nc2ccc3oc(Cc4ccc(Cl)cc4)nc3c2)c1O | -14
Cc1ccc(S(=O)(=O)N2C(C)CCC3CCCCC32)cc1 (stereo not drawn) | -3

(continued)
SMILES | 14-3-3 PPI
CCNC(=O)C1CC(=O)N(Cc2ccccc2)C(=Nc2ccc(OC)cc2)S1 (stereo not drawn) | -6
CCN(CC)c1ccc(C2C3=C(CC(C)(C)CC3=O)Nc3ccccc3N2C(=O)c2ccc(OC)cc2)cc1 (stereo not drawn) | -1
Cc1cccn2c(=O)c3cc(C(=O)N4CCC(Cc5ccccc5)CC4)sc3nc12 | -6
COc1ccc(OC)c(C2C(C(=O)O)c3ccccc3C(=O)N2C)c1 (stereo not drawn) | -7&-8
Cc1nc2ccccn2c1P(=O)(N1CCCCC1)N1CCCCC1 | -3
O=C(Nc1nnc(CCc2ccccc2)s1)c1ccccc1 | -15
Cc1cc(C)c(C)c(OCc2nc(-c3ccc(Cl)cc3)no2)c1 | 5
CC(C)c1nnc2c3c4c(sc3ncn12)CCCC4 | -1
CCNC(=O)C12CCC(C)(C(=O)C1)C2(C)C (stereo not drawn) | 4
c1ccc(-c2nc(-c3c[nH]c4ccccc34)[nH]c2-c2ccccc2)cc1 | -1
O=c1oc2ccc3ccccc3c2cc1-c1csc(NC2CCCCC2)n1 | 0
O=C1C2CC=CCC2C(=O)N1c1ccc(N2CCC3(O)CCCCC3C2c2ccc(Br)cc2)c([N+](=O)[O-])c1 (stereo not drawn) | 0
NC(=O)C1(N2CCCCC2)CCN(C(=O)CCCn2c(=S)[nH]c3cc4c(cc3c2=O)OCO4)CC1 | -10
CCSCCOC(=O)C1=C(C)NC(=O)NC1c1cccc(C)c1 (stereo not drawn) | 2
Cc1ccc(Cc2c(C)nc3c(C(=O)NCCC(C)C)cnn3c2C)cc1 | -10
c1ccc2c(c1)nnn2Cc1nnc2sc(-c3ccncc3)nn12 | 2
CC1CCCCN1S(=O)(=O)c1ccc(NC(=O)CSc2nnnn2C)cc1 (stereo not drawn) | -8
Cc1ccccc1-n1nc2c(c1NC(=O)c1ccccc1Cl)CS(=O)(=O)C2 | -9
O=C(NCCc1ccccc1)c1cc(-c2ccccc2)nc2ccccc12 | 0
COC(=O)c1ccc(C)c(NC(=O)CN(c2ccc3c(c2)OCO3)S(C)(=O)=O)c1 | -2

Screening data as filed in PubChem BioAssay.
